MLLE-PAM2 inh: inhibitors of PABP1 MLLE–PAM2 peptide binding, primary screen, biochemical, fluorescence polarization, FITC-PAM2, GST-MLLE | inhibition, % at 20 µM | 360,000 tested, 0.36% active | Polyadenylate-binding protein 1 (Homo sapiens), P11940; in the data active = inhibition above about 35%, passing the limit was not always enough;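 also: plate controls were DMSO wells with GST-MLLE for no effect and wells lacking GST-MLLE protein for full effect; some results filed as inactive read as strong as hits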
TbMetRS inhib: T. brucei MetRS inhibitors, primary screen, biochemical, luminescence. purified T. brucei MetRS, ATP depletion, Kinase-Glo luminescence. inhibition, % at 11.9 µM. 360,000 tested, 0.4% active;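 active = inhibition above a per-plate cutoff of the control wells' mean inhibition plus 3 SD, cut at about 5.5% in these data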;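 also: 0% = DMSO wells median and 100% = median of wells with control inhibitor compound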
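Dosing: 11.9 µM compound single dose, 0.9% DMSO; Assay system: purified T. brucei MetRS enzyme; Measured by: Kinase-Glo luciferase luminescence reporting remaining unconsumed ATP; Schedule: 15 min plus 2 h at 25 °C.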
eLon inh: inhibitors of E. coli Lon protease, primary screen, biochemical, fluorescence polarization. P0A9M0. purified E. coli Lon protease. inhibition, % at 7.94 µM. 360,000 tested, 0.42% active; in the data active = inhibition above about 13%, passing the limit was not always enough;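 also: 0% = enzyme with probe and DMSO and 100% = no enzyme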
FAS TE block: FAS thioesterase domain inhibitors, primary screen, biochemical, fluorescence intensity, uHTS | Fatty acid synthase (Homo sapiens), P49327 | 360,000 tested, 0.67% active | inhibition, % at 15 µM | AID 602261, 2012 | recombinant FAS-TE, OMFH fluorogenic substrate, fluorescence endpoint;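 active = compounds whose normalised, plate-corrected inhibition of enzyme fluorescence in the single-dose primary screen is 50% or more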;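 also: 0% = DMSO with enzyme and 100% = substrate without enzyme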
Neddyl block: inhibitors of cullin neddylation, primary screen, biochemical, TR-FRET, uHTS, NAE and Ubc12. NEDD8-conjugating enzyme Ubc12 (Homo sapiens) + NEDD8-activating enzyme E1 regulatory …. calls only at 25 µM. 360,000 tested, 0.58% active; in the data active = inhibition above about 36%
Target sequence (P61081 whole entry, looked up): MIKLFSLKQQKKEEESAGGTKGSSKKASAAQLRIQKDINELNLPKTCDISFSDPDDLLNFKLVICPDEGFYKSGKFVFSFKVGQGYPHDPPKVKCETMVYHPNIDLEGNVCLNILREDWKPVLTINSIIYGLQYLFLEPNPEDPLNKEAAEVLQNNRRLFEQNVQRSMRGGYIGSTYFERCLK
Target sequence (Q13564 whole entry, looked up): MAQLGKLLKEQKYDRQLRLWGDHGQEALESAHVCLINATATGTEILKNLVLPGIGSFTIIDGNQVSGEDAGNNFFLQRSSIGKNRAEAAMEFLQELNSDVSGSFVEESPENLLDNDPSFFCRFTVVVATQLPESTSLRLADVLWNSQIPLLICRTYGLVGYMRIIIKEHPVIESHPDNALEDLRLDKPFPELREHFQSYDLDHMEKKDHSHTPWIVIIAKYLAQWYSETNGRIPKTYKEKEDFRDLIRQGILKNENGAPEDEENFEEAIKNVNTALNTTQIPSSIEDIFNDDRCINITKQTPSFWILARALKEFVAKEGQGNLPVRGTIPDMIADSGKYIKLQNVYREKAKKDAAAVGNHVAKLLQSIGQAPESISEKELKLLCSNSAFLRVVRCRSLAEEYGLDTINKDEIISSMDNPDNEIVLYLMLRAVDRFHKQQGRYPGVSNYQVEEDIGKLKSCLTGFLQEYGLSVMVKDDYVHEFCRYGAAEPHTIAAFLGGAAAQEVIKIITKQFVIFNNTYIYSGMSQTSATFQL
MsrA act: bovine MsrA enzyme activators, primary screen, biochemical, absorbance, HTS; Methionine sulfoxide reductase A (Bos taurus); purified bovine MsrA, absorbance read-out; activation, % at 10.6 µM; 360,000 tested, 0.3% active; AID 602163, 2012; in the data active = activation above about 7.5%;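 also: 0% = vehicle and 100% = reference activator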
Rin1-Abl PPI inh: inhibitors of Rin1-Abl protein binding, primary screen, biochemical, TR-FRET | inhibition, % at 7.35 µM | 360,000 tested, 0.4% active | AID 588664, 2011 | Tyrosine-protein kinase ABL1 (Homo sapiens) + Ras and Rab interactor 1 (Homo sapiens), …; in the data active = inhibition above about 5%, passing the limit was not always enough
CSN inh: inhibitors of CSN-mediated cullin deneddylation, primary screen, biochemical, fluorescence polarization, uHTS | COP9 signalosome complex subunit 5 (Homo sapiens), Q92905 | Purified CSN, SCF-Nedd8-OG deneddylation | inhibition, % at 12.5 µM | 360,000 tested, 0.38% active | AID 651999, 2013;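 active = pattern-corrected inhibition above about 35%, with an unprinted fluorescence ratio check between 0.5 and 1.5, limit read from the data, passing the limit was not always enough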;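 also: 0% = enzyme with substrate and 100% = substrate without enzyme; some results filed as inactive read as strong as hits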
Target sequence (Q92905 whole entry, looked up, one chain of several): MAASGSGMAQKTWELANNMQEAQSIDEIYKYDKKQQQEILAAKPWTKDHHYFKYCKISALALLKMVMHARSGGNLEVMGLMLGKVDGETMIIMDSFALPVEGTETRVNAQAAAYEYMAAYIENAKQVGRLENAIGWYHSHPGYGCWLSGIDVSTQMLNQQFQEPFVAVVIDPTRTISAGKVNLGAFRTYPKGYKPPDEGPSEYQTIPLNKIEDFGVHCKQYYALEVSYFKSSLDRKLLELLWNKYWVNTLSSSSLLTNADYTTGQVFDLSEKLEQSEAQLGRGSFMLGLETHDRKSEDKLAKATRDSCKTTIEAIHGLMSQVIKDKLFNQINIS
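Assay system: Purified human Csn5 enzyme expressed in HEK293T cells | Amount: Enzyme 0.24 nM | Measured by: Fluorescence polarization readout | Medium: Tris/NaCl/DTT buffer, pH 7.5 | Compound dosing: One concentration, 12.5 µM, 0.25% DMSO | Times: 90 min incubation of compound, enzyme and substrate at room temperature | Control set: no-enzyme wells high, enzyme-with-substrate wells low | Read-out: % inhibition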
MsrA inh: bovine MsrA enzyme inhibitors, primary screen, biochemical, absorbance, HTS; Methionine sulfoxide reductase A (Bos taurus); purified bovine MsrA, absorbance read-out; inhibition, % at 15.5 µM; 360,000 tested, 0.75% active; in the data active = inhibition above about 4.5%;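 also: 0% = vehicle wells with enzyme and 100% = reference inhibitor wells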
* marks the source's active call; other numbers are inactive results; i = inactive; . = not tested or not shown; + = active, no number. Rows are unselected. Share with any hit: about 4%.

Value order – MLLE-PAM2 inh	TbMetRS inhib	eLon inh	FAS TE block	Neddyl block	MsrA act	Rin1-Abl PPI inh	CSN inh	MsrA inh
CC(=O)c1c(C)[nH]c(C(=O)OCC(=O)Nc2c(C)n(C)n(-c3ccccc3)c2=O)c1C
  -7	-0.3	-7	-6	i	8	-1	5	0.2
O=c1c(Cl)c(NCc2ccccc2Cl)cnn1C12CC3CC(CC(C3)C1)C2
  -7	-0.3	8	5	i	-5	-2	0	0.2
CC(c1nc2ccccc2c(=O)[nH]1)N1CCOCC1 (configuration not stated)
  5	-0.4	-2	-4	i	-3	2	-7	1.5
COc1cccc(N=Nc2c(C)[nH]n(-c3ccccc3)c2=O)c1
  9	-1.0	5	29	i	-2	-4	-2	0.8
Cn1cnc([N+](=O)[O-])c1Sc1ccc(Br)cc1
  23	-0.6	-4	-1	i	-6	-1	5	0.6
OC(c1ccc(F)c(F)c1)c1nc(-c2cccc3cccnc23)cs1 (configuration not stated)
  -8	0.6	-18	12	i	-1	-1	2	-0.7
COc1cccc(-c2cnc(C(O)c3cc(C)cc(C)c3)[nH]2)c1 (configuration not stated)
  17	0.1	-5	-4	i	-3	4	-4	0.2
c1ccc2c(c1)COc1c3cc4c(cc3nn1-2)OCO4
  -29	-0.7	-8	6	i	-1	-2	8	1.6
COc1ccc2[nH]cc(C(=O)CN3CCN(C(=O)c4ccco4)CC3)c2c1
  5	6.4*	9	-3	i	-5	-3	2	0.4
CN(CC(=O)Nc1ccc2c(c1)OCCO2)CC(=O)Nc1ccc(F)c(F)c1F
  -7	-0.2	-4	6	i	-3	2	1	0.7
CC(OC(=O)c1cccs1)C(=O)NCc1ccccc1 (configuration not stated)
  8	-0.1	6	-2	i	1	-3	-1	1.3
Cc1nn(CC(=O)N2CCC(C)CC2)c(=O)c2nn(-c3ccccc3)c(C)c12
  -5	-0.7	9	-1	i	-2	2	0	-1.1
CCCCNC(=O)Cn1cnc2c(cnn2-c2ccc(C)cc2)c1=O
  4	0.1	-11	-4	i	-1	-2	5	-1.4
C#CCOCCOCCOCCNc1nc(N2CCN(C(=O)Cn3cc(CCO)nn3)CC2)nc(N2CCN(C(=O)Cn3cc(CCO)nn3)CC2)n1
  -5	-0.1	1	-8	i	1	3	-1	0.0
CCOC(=O)CNC(=O)/C=C/c1ccc2c(c1)OCO2
  -4	-1.5	4	-2	i	-13	-1	-16	3.7
Cc1ccc2cc3c(nc2c1)N(Cc1ccco1)CC3
  -3	-0.6	-4	-4	i	-4	2	6	2.2
C[C@H](CO)N1C[C@H](C)[C@@H](CN(C)Cc2ccncc2)Oc2ccc(NC(=O)CCCCCC(=O)Nc3ccccc3N)cc2C1=O
  -4	0.7	3	-13	i	-2	5	-4	0.9
Oc1ccc(Cl)cc1CNc1cccc2cccnc12
  -8	-0.5	-6	10	i	0	3	13	-0.4
CN(c1ccccc1C(=O)Nc1ccc(CC#N)cc1)S(=O)(=O)c1ccccc1
  0	-0.8	-3	0	i	-4	2	0	-0.9
Cc1ccc([N+](=O)[O-])cc1NC(=O)c1ccoc1C
  5	-0.2	-8	-3	i	-3	4	-1	1.1
Cc1ccc(S(=O)(=O)Nc2ccccc2N(C)S(=O)(=O)c2ccc(C)cc2)cc1
  -10	-0.1	-2	27	i	-1	-1	1	1.6
CCOP(=O)(c1ccc(N(C)C)cc1)C(O)c1ccncc1 (configuration not stated)
  -16	0.0	-11	-5	i	-2	-2	-3	-2.3
COc1ccc(S(=O)(=O)N2CCCC(C(=O)N3CCCCCC3)C2)cc1 (configuration not stated)
  -8	-1.6	-7	0	i	0	0	-3	.
COc1ccc(C(=O)NCC(c2ccco2)N2CCCC2)cc1S(=O)(=O)N1CCCCC1C (configuration not stated)
  -3	-0.2	-6	-2	i	-1	1	1	-1.3
CCO[C@H]1OC(C(=O)N2CCN(Cc3ccc4c(c3)OCO4)CC2)=C[C@@H](C(C)(C)C)[C@@H]1CCCO
  -10	-0.2	-2	-3	i	-2	-1	3	-0.3
O=C1Nc2ccc(Br)cc2C1(O)Cc1ccncc1 (configuration not stated)
  -15	-0.4	-2	-4	i	5	-2	2	0.6
O=C(CCS(=O)(=O)c1cc(Br)cc2c1N(C(=O)C1CC1)CC2)NCC1CCCO1 (configuration not stated)
  -4	-1.5	-7	-7	i	-2	-2	4	0.9
O=C(CSc1ncnc2c1cnn2-c1cccc(Cl)c1)NCC1CCCO1 (configuration not stated)
  -9	-0.5	-3	10	i	-3	-7	-4	-0.2
COc1ccc(C)cc1NC(=O)N1CCCc2ccccc21
  7	-0.5	-1	4	i	-12	2	2	0.8
CCCCn1c(SCC(=O)c2ccc(OC)cc2OC)nc2cc(S(N)(=O)=O)ccc21
  -92	-0.7	-7	10	i	-4	-1	2	1.1

Value order – MLLE-PAM2 inh	TbMetRS inhib	eLon inh	FAS TE block	Neddyl block	MsrA act	Rin1-Abl PPI inh	CSN inh	MsrA inh
Cc1ccc(CCN2CC(C(=O)NCCCOC(C)C)CC2=O)cc1 (configuration not stated)
  15	0.4	-1	-3	i	-1	-1	-8	.
COc1ccccc1N1CC(C(=O)OCC(=O)Nc2c(C)cccc2C)CC1=O (configuration not stated)
  2	-0.8	-4	-4	i	-6	1	0	-0.4
C(=Nc1cccc2c(N=Cc3ccco3)cccc12)c1ccco1
  67*	0.1	7	-5	i	-3	-3	-50	.
CN(C)c1ccc(P(=O)(OCc2ccccc2)C(O)c2cccnc2)cc1 (configuration not stated)
  -6	0.2	-6	-7	i	-2	0	-6	-0.3
Cc1ccccc1CN1CCN(C(=O)c2cccc(F)c2)CC1
  2	0.0	-2	-4	i	-2	-1	-1	1.2
Cc1ccc(C)c(S(=O)(=O)N2CCCOC2CNC(=O)C(=O)NCc2ccco2)c1 (configuration not stated)
  23	-0.6	0	-3	i	-6	2	-18	-0.1
CCCCn1c(=NC(=O)c2ccc3c(c2)OCO3)c(C#N)cc2c(=O)n3cccc(C)c3nc21
  -30	-0.6	-13	49	+	-1	-4	3	-0.4
Cc1cc(=O)oc2cc(OCC(=O)N3CCc4ccccc4C3)ccc12
  -3	0.0	3	39	i	-1	-3	0	-0.1
Cc1cccc(OCC(=O)O/N=C(\N)c2ccccn2)c1
  -19	-0.6	-4	-8	i	2	1	0	1.0
N#Cc1ccsc1NC(=O)CSc1nnc(NC2CC2)s1
  4	-0.1	-21	-4	i	-2	-1	1	-0.5
CCOc1ccccc1NC(=O)C1CCCN(c2c(CC)c(C)nc3ncnn23)C1 (configuration not stated)
  -16	0.4	1	1	i	-4	4	4	-0.4
OCC[n+]1ccc(/C=C/c2c[nH]c3ccccc23)cc1
  -72	0.0	-255	-6	i	-3	-107	85	-1.2
CCN1C(=O)[C@H]2[C@@H](c3ccc(-c4cccc(Cl)c4)cc3)N[C@@](CC(C)C)(C(=O)OC)[C@H]2C1=O
  -7	-0.6	-1	52*	i	-6	2	-3	-0.9
CCCn1c(CCC(=O)O)nc2cc(S(=O)(=O)N3CCCC3)ccc21
  -17	0.3	6	-5	i	-1	0	5	1.4
O=c1[nH]c2ccccc2nc1/C=C/c1ccc(Cl)cc1
  -11	-0.1	-5	0	i	-4	2	-9	-1.2
COc1cc(/C=C/C(=O)c2cccc([N+](=O)[O-])c2)cc(OC)c1OC
  0	0.8	7	-14	i	-1	-6	0	1.9
Cc1ccc(/C=C/C(=O)OCC(=O)Nc2ccc3[nH]c(=O)[nH]c3c2)o1
  -66	-0.4	1	-5	i	-3	0	0	1.9
O=C(CNC(=O)C(c1ccccc1)c1ccccc1)N/N=C\c1cccc(O)c1
  11	0.3	-5	-2	i	2	1	0	0.9
Cn1ncc2c(Nc3ccccc3Br)ncnc21
  1	-0.8	-10	-8	i	-4	1	-10	0.1
COc1ccc(CNC(=O)CN2C(=O)NC3(CCCCCC3)C2=O)cc1
  -14	-0.3	0	-3	i	-1	2	-2	-0.7
COc1ccc(Br)cc1CNC(=O)CCCc1cn(C)c2ccccc12
  2	-0.6	1	17	i	-12	0	-5	0.3
O=C(O)CCn1c(CO)nc2ccccc21
  -3	-0.6	-2	0	i	-3	-4	-7	-1.4
COc1ccc(NC(=O)CS(=O)c2ccc(Br)cc2)cc1 (configuration not stated)
  1	0.1	-4	-8	i	-2	-4	2	0.4
N#C/C(=C\c1ccc(O)c(O)c1)C(=O)N1CCc2ccccc21
  -66	-0.5	-37	2	i	-5	1	14	0.5
O=C(Nc1cccnc1)c1ccc(Br)c(S(=O)(=O)N2CCCC2)c1
  -8	-0.1	-2	-4	i	-1	-3	5	0.4
Cc1ccccc1NC(=O)Nc1cnccn1
  -4	-0.4	7	-6	i	-7	-3	-1	1.4
CN1C(=S)SC(/[N+]([O-])=C\c2cccs2)C1(C)C (configuration not stated)
  15	-0.6	-4	-12	i	-8	2	4	3.4
CC1CC(C)CN(CC(O)COCCOc2ccc(Br)cc2)C1 (configuration not stated)
  5	0.3	-8	-14	i	-2	0	-13	0.4
COc1ccc(CCN(Cc2cc3cc(C)cc(C)c3nc2Cl)C(=O)C2CC2)cc1
  -4	0.1	-2	20	i	-7	0	1	3.0
O=C(CCN1C(=O)CSc2ccccc21)Nc1ccc(OC(F)(F)F)cc1
  5	-0.2	-8	16	i	-3	1	-3	0.8

Value order – MLLE-PAM2 inh	TbMetRS inhib	eLon inh	FAS TE block	Neddyl block	MsrA act	Rin1-Abl PPI inh	CSN inh	MsrA inh
COc1cccc(NC(=O)CNC(=O)c2cccs2)c1
  4	-0.9	1	-9	i	-5	3	-9	1.2
CC(=O)NC1(C(F)(F)F)C(=O)Nc2c1c(=O)[nH]c(=O)n2-c1ccccc1 (configuration not stated)
  -2	-0.1	5	-5	i	-3	-2	-2	1.4
CCc1cc(Cn2nc(-c3ccccc3)cc2C(=O)NCc2cccc(Br)c2)on1
  -20	53*	-1	32	i	-2	1	-6	3.3
O=C(c1ccccc1)C1N=NCC1c1ccc(Cl)cc1 (configuration not stated)
  10	-0.3	-5	-1	i	-4	4	2	1.3
O=C(CNC(=O)c1ccc(Br)o1)NNC(=O)COc1ccccc1Cl
  -1	-0.3	3	-7	i	-3	6	1	-1.2
CN(C)c1ccc(C2N(C)C(=O)c3ccccc3N2C)cc1 (configuration not stated)
  2	-0.6	-1	1	.	-2	-3	0	0.8

Reformatted in markdown: three of the compounds above.
| smiles | MLLE-PAM2 inh | TbMetRS inhib | eLon inh | FAS TE block | Neddyl block | MsrA act | Rin1-Abl PPI inh | CSN inh | MsrA inh |
| --- | --- | --- | --- | --- | --- | --- | --- | --- | --- |
| C[C@H](CO)N1C[C@H](C)[C@@H](CN(C)Cc2ccncc2)Oc2ccc(NC(=O)CCCCCC(=O)Nc3ccccc3N)cc2C1=O | -4 | 0.7 | 3 | -13 | i | -2 | 5 | -4 | 0.9 |
| Oc1ccc(Cl)cc1CNc1cccc2cccnc12 | -8 | -0.5 | -6 | 10 | i | 0 | 3 | 13 | -0.4 |
| CN(c1ccccc1C(=O)Nc1ccc(CC#N)cc1)S(=O)(=O)c1ccccc1 | 0 | -0.8 | -3 | 0 | i | -4 | 2 | 0 | -0.9 |

From PubChem BioAssay
